# Source: PubChem
# EP2 mod: EP2 receptor modulators, cAMP readout, primary screen, cell-based, HTRF cAMP, PGE2 stimulation; EP2-expressing cells, cAMP HTRF FRET, PGE2 co-stimulation; Prostaglandin E2 receptor EP2 subtype (Homo sapiens), P43116; hit rate 0.83% among 260,000; induction, % at 25 µM;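 active = compounds whose cAMP rise, as percent of the full-agonist control response, exceeds 60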;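 note: rat C6 glioma line stably carrying human EP2 under a CMV promoter; the protocol text gives 20 µM as final concentration; 100% = response of wells given 1 µM PGE2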
# Target sequence (P43116 whole entry, looked up): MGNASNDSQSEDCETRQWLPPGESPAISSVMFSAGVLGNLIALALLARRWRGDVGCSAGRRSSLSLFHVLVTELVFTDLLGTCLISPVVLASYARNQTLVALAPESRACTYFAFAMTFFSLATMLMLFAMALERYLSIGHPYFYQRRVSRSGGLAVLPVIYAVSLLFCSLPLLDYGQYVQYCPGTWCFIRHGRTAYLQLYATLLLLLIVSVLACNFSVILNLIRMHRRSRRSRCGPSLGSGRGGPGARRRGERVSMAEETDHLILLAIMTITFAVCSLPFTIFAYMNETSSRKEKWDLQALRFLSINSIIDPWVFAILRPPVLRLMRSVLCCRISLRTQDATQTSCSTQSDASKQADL
# PERK inh: block of dimerizer-induced PERK translation repression, primary screen, PERK inhibitor project, CHO PERK-DD cells, SEAP luminescence, HTS | hit rate 0.17% among 220,000 | AID 1416, 2008 | inhibition, % at 5.6 µM | CHO PERK-DD fusion, SEAP luminescence translation reporter;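 active = inhibition above the mean inhibition of all tested compounds plus 3 SD, set separately per screening campaign, cut at about 2.9% in these data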;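 note: PERK kinase domain activated by AP20187 dimerizer at 100 nM; 0% = DMSO with dimerizer and 100% = rapamycin at 8.4 µM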
# TRPN1 ag: zebrafish TRPN1 channel agonists, primary screen, cell-based, HEK293, calcium fluorescence. transient receptor potential cation channel N1 (TRPN1/NompC), Danio rerio. HEK293 zebrafish TRPN1-YFP, Fluo-8 calcium fluorescence; 100% = response to 87 µM carbachol. activation, % at 3 µM. hit rate 0.18% among 220,000. AID 1424, 2008;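 active = activation above its plate's cutoff, the mean activation of test wells on that plate plus 3 SD, cut at about 19% in these data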;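 note: 0% = DMSO alone and 100% = 87 µM carbachol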
#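 Assay system: Zebrafish TRPN1-YFP in HEK293 cells | Incubation: Dye loading 1 h at 37 °C, then 30 min room temperature | Measured by: Kinetic Fluo-8 fluorescence, ex 470-495, em 515-575 nm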
# BaF3 parental: parental Ba/F3 cell viability inhibition, counter-screen for JAK2V617F inhibitor project, murine pro-B, CellTiter-Glo luminescence; CellTiter-Glo ATP luminescence; inhibition, % at 5.6 µM; hit rate 1.1% among 220,000;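 active = inhibition above a per-campaign cutoff, the mean inhibition of all tested compounds plus 3 SD, cut at about 27% in these data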;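 note: 0% = DMSO wells and 100% = JAK Inhibitor I control wells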
# TRPML3 agonist: human TRPML3 channel agonists, primary screen, cell-based, HEK293 TRPML3-YFP, Fluo-8 calcium fluorescence, 3 µM; AID 1448, 2008; activation, % at 3 µM; Mucolipin-3 (Homo sapiens), Q8TDD5; hit rate 0.29% among 220,000; 100% = the carbachol control signal;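 active = activation above its plate's cutoff, the mean activation of the plate's test wells plus 3 SD, cut at about 12% in these data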;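 note: 0% = DMSO only wells and 100% = carbachol wells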
# Target sequence (Q8TDD5 whole entry, looked up): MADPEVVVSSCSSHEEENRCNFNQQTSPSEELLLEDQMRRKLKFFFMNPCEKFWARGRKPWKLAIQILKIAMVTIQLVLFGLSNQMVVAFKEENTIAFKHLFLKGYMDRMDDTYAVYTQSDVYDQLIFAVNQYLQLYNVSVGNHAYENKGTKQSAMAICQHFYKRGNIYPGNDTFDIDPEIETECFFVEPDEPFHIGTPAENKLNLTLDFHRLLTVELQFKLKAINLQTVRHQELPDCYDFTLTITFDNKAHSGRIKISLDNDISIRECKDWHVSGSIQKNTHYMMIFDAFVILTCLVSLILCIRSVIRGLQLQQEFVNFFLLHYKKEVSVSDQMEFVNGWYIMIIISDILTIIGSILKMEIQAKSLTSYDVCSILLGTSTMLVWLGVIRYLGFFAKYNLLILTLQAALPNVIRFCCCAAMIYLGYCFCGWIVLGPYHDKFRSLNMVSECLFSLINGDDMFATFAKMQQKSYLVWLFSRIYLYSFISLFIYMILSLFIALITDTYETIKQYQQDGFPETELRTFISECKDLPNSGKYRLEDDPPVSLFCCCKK
#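 system = HEK293 cells stably carrying human TRPML3-YFP | doses = one concentration, 3 µM nominal, 0.3% DMSO | timing = dye loading 1 h 37 °C then 30 min ambient, 125 s read | detection = Fluo-8 calcium dye fluorescence, ex 470-495, em 515-575 nm | benchmarks = high control carbachol 87 µM, low control DMSO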
# Ba/F3 V617F tox: reduced viability of JAK2V617F-dependent Ba/F3 cells, primary screen, JAK2V617F inhibitor project, cell-based, Ba/F3 EpoR-JAK2V617F, luminescence | hit rate 1.1% among 220,000 | inhibition, % at 5.6 µM | AID 1446, 2008 | ATP luminescence;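 active = inhibition above the campaign mean plus 3 SD over all tested compounds, cut at about 24% in these data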;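 note: cytokine-independent growth of Ba/F3 cells driven by EpoR plus mutant JAK2; 0% = DMSO-treated cells and 100% = JAK inhibitor I control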
# Calpain2 inh: inhibitors of pig calpain II, primary screen, biochemical, fluorogenic peptide substrate, 1536-well. inhibition, % at 16 µM. purified calpain II, 30 min. hit rate 0.37% among 220,000;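 active = inhibition above about 50%, limit read from the data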
# S1P4 agonist: S1P4 receptor agonists, primary screen, cell-based; S1P4-expressing cell line, agonist reporter assay; activation, % at 4.98 µM; hit rate 0.35% among 220,000; AID 1509, 2009; Sphingosine 1-phosphate receptor 4 (Homo sapiens), O95977; in the data active = activation above about 11%;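 note: 0% = DMSO vehicle and 100% = reference agonist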
# S1P4 antagonist: S1P4 receptor antagonists, primary screen, cell-based; AID 1510, 2009; hit rate 0.26% among 220,000; inhibition, % at 4.98 µM; S1P4-expressing cells, antagonist mode, reporter read-out; Sphingosine 1-phosphate receptor 4 (Homo sapiens), O95977; in the data active = inhibition above about 29%;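 note: 0% = wells stimulated with agonist and 100% = vehicle wells without agonist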
# Active calls of the source: *; nt = no result given. Compounds as they come; any-hit rate near 3.6%.
SMILES,EP2 mod,PERK inh,TRPN1 ag,BaF3 parental,TRPML3 agonist,Ba/F3 V617F tox,Calpain2 inh,S1P4 agonist,S1P4 antagonist
COc1ccc(COC(=O)NNC(=O)c2ccccc2Cl)cc1,-3,0.2,-0.2,4,0.6,-1,24,1.8,-2
C=CCc1c(C)nc(SC)nc1Nc1ccccc1,32,-0.1,-0.5,4,-0.1,0,-10,1.1,-2
CNC(=S)N1N=C(c2ccc(C)cc2)CC1c1ccc(Cl)cc1 (stereo not given),-13,-1.0,-0.1,3,0.7,1,1,1.6,-7
CC1CC(Nc2cccc(O)c2)=CC(=O)O1 (stereo not given),0,1.1,0.9,1,1.3,-4,-5,1.1,1
Cc1ccc(N2C(=O)CC(SCC(=O)Nc3ccc(S(N)(=O)=O)cc3)C2=O)cc1 (stereo not given),8,-0.8,0.2,2,-0.5,1,8,-0.2,-4
COCCCn1c(SCC(=O)Nc2cccc(C(=O)OC)c2)nnc1-c1ccncc1,17,0.8,0.5,6,0.2,0,-13,-0.1,-14
Cc1nn(Cc2ccccc2Cl)c(C)c1C(=O)N1CCN(c2ccccc2)CC1,1,0.1,5.7,4,2.5,-1,6,-1.2,-5
CCC1=Nc2ccc(Br)cc2C(c2ccccc2)N1CC(=O)OC (stereo not given),14,0.2,-2.5,4,0.3,0,-5,-0.5,-7
NS(=O)(=O)c1ccc(NC(=O)c2ccc3nccnc3c2)cc1,-1,1.5,1.4,1,2.0,-5,-14,-0.2,-5
O=C(CCN1C(=O)c2ccccc2C1=O)Nc1cccc(S(=O)(=O)NC2=NCCC2)c1,1,0.6,1.4,8,0.4,-1,3,3.3,-19
N/C(=N\OC(=O)Cc1cccs1)c1ccc(Cl)cc1,-4,1.2,0.7,2,1.0,-3,-9,0.0,0
CC1CCN(C2=C(NS(=O)(=O)c3ccccc3)C(=O)c3ccccc3C2=O)CC1,-7,-1.2,-3.3,-2,-1.9,1,-1,0.0,-8
CCN1CCN(c2oc(-c3ccc([N+](=O)[O-])cc3)nc2C#N)CC1,-11,0.1,1.0,-10,0.9,2,-24,0.4,-6
CCOC(=O)c1sc(N)c(C(N)=O)c1C,-44,0.1,-1.2,-3,-0.6,-4,1,-1.6,-25
S=C(Nc1ccc(Nc2ccccc2)cc1)NC1CCCCCC1,-51,-0.3,0.6,3,-0.2,5,-9,0.0,-13
CC1(C)Cc2noc(N)c2C(C)(C)N1O,25,1.0,0.3,1,1.4,-4,-3,3.6,-13
COc1ccc(CSc2nnc3[nH]c(=O)cc(N)n23)cc1,13,0.8,-1.8,3,-0.2,7,15,-0.6,-16
Cc1ccc(NC(=O)c2cc([N+](=O)[O-])ccc2N2CCOCC2)cc1S(=O)(=O)N(C)C,-26,-1.9,-1.6,-1,-0.4,-1,0,-0.9,-1
CS(=O)(=O)NCc1ccc(C(=O)NC2CCCCC2)cc1,8,-1.0,0.3,5,0.9,4,20,0.3,-15
CCOC(=O)C1CCCN(C(=O)C2CCCN(S(=O)(=O)c3ccc4c(c3)oc(=O)n4C)C2)C1 (stereo not given),9,0.2,1.1,2,0.5,-2,9,-0.7,-16
Cc1oc(-c2ccccc2Cl)nc1CSCC(=O)N1CCCC1,2,-0.2,-0.1,-1,-0.5,-3,-3,-0.8,17
COc1ccc(C2=NOC(COc3ccc([N+](=O)[O-])cc3)C2)cc1 (stereo not given),-80,1.4,-0.3,0,0.4,-3,-4,-1.4,-16
O=C(NCCN1CCOCC1)c1cc2cc(Cl)cc(Cl)c2oc1=O,nt,-0.6,2.3,3,-0.2,3,nt,1.5,-7
COc1cc(/C=N/NC(=O)C(Cc2c[nH]c3ccccc23)NC(=O)OCC(C)C)cc([N+](=O)[O-])c1OCc1ccccc1 (stereo not given),42,-0.2,0.7,100*,0.1,95*,-230,-0.4,-28
CCCCNC(=O)CSc1nc(CCC)nc2ccccc12,23,-0.4,0.0,3,0.1,1,-16,-2.4,-7
Cc1ccccc1CNC(=O)CC1C(=O)NCCN1Cc1c(F)cccc1Cl (stereo not given),-17,-0.2,-0.9,-5,-0.2,-4,15,-0.4,-6
O=C(NCC(c1ccc(F)cc1)N1CCOCC1)c1ccccc1F (stereo not given),-20,0.1,0.8,0,-0.1,-3,10,1.2,17
Cc1ccc(OC(=O)c2cccc(S(=O)(=O)N(C)C)c2)c(-n2nc3ccccc3n2)c1,4,-0.4,0.1,4,-0.3,1,-21,4.8,1
Cc1ccc(-c2csc3nc(C)n(N)c(=O)c23)o1,-20,0.6,-0.2,2,0.1,-3,14,-1.7,12
O=[N+]([O-])c1ccc2nc(-c3ccccn3)[nH]c2c1,-25,-0.4,-1.2,6,0.5,2,3,-0.8,3

# Next part, starting with the last four of the part before.
SMILES,EP2 mod,PERK inh,TRPN1 ag,BaF3 parental,TRPML3 agonist,Ba/F3 V617F tox,Calpain2 inh,S1P4 agonist,S1P4 antagonist
O=C(NCC(c1ccc(F)cc1)N1CCOCC1)c1ccccc1F (stereo not given),-20,0.1,0.8,0,-0.1,-3,10,1.2,17
Cc1ccc(OC(=O)c2cccc(S(=O)(=O)N(C)C)c2)c(-n2nc3ccccc3n2)c1,4,-0.4,0.1,4,-0.3,1,-21,4.8,1
Cc1ccc(-c2csc3nc(C)n(N)c(=O)c23)o1,-20,0.6,-0.2,2,0.1,-3,14,-1.7,12
O=[N+]([O-])c1ccc2nc(-c3ccccn3)[nH]c2c1,-25,-0.4,-1.2,6,0.5,2,3,-0.8,3
COc1ccc(N(Cc2cc3ccc(C)cc3[nH]c2=O)C(=O)c2ccco2)cc1,-9,-0.6,-1.3,0,0.5,-3,11,-0.1,-7
O=C(O)CCC(NC(=O)C(Cc1ccc2c(c1)OCO2)NC(=O)c1ccccc1)C(=O)O (stereo not given),19,1.3,2.1,7,0.8,-1,-27,-2.2,-14
O=C(COc1ccc2ccccc2c1Br)N1CCOCC1,2,1.4,-0.2,5,1.1,-1,26,1.5,-19
Cc1ccc(C(=O)Nc2ccon2)cc1S(=O)(=O)N1CCOCC1,1,1.5,-0.3,3,1.6,-1,0,1.1,0
CCC(=O)N(Cc1cc(=O)[nH]c2ccccc12)c1ccc(C)cc1,4,0.9,-2.0,-1,-0.3,0,5,-1.9,-5
CCC1NC(=S)N(C2CCCCC2)C1=O (stereo not given),-1,1.2,0.6,0,0.2,-4,18,-1.0,-16
O=C1CCCC(=O)C1=C1SCCS1,10,0.9,-0.2,4,0.6,-1,-9,-0.7,-13
Cc1cc(NC(=O)CSCc2ccc([N+](=O)[O-])cc2)no1,-8,0.5,-0.3,5,0.0,1,-6,0.8,-8
COc1ccc(-n2nc(C(=O)NCC(=O)Nc3ccccn3)c3ccccc3c2=O)cc1Cl,12,-0.8,1.6,-3,-0.1,-3,-12,-0.4,-2
O=C(CSc1ncnc2nc[nH]c12)Nc1ccccc1C(F)(F)F,-1,0.1,0.8,1,1.1,0,-15,0.4,-11
N#C/C(=C\c1ccco1)C(=O)NCC1CCCO1 (stereo not given),-3,1.3,0.3,4,0.8,-1,-8,-0.3,-5
COc1ccc(Cl)cc1S(=O)(=O)Oc1ccc(NC(C)=O)cc1,-28,0.6,0.9,3,1.3,0,-1,0.8,-3
CC(C)CNS(=O)(=O)c1cc(C(=O)OCC(=O)N(C)C2CCS(=O)(=O)C2)c(Cl)cc1Cl (stereo not given),-6,0.8,2.5,-6,0.4,-1,-9,-0.4,-1
Cc1ccc(-c2ccc(NC(=O)C3C4C=CC(C4)C3C(=O)O)cc2)o1 (stereo not given),-8,0.4,-0.9,3,0.1,-3,11,0.0,25
COc1ccc(/C=N/S(=O)(=O)CCc2ccccc2)c(OC)c1,6,1.4,2.7,8,0.6,-3,1,-0.1,-7
COc1ccc(/C=C/C(=O)N2c3ccccc3Sc3ccc(C(F)(F)F)cc32)cc1,32,-0.3,-0.9,2,0.3,-2,-21,0.0,-8
Nn1c(SCc2ccc(Br)cc2)nnc1-c1cccnc1,2,-1.1,-0.4,-2,0.0,-1,-9,1.1,1
COc1ccc(CCNC(=O)COC(=O)/C=C/c2cc(OC)c(OC)c(OC)c2)cc1OC,-8,-0.1,-0.2,8,0.8,-1,-45,0.2,-16
Cc1cccc(C)c1NC(=O)C(c1ccc(Cl)cc1Cl)N1CCCCC1 (stereo not given),49,1.4,0.6,4,0.6,-3,11,-1.6,-8
O=C(/C=C/c1cc(Br)ccc1O)c1ccco1,-31,0.7,0.5,-3,0.9,3,-6,0.4,55*
CCOc1ccccc1NC(=O)Cc1ccccc1OC,23,0.4,-2.5,2,-1.6,0,13,2.9,-1
COc1ccc(C(CC(=O)c2ccc(C)cc2)C(C#N)C#N)cc1OC (stereo not given),6,-0.6,-1.5,3,-0.3,2,-30,-0.1,8
Cc1ccccc1NC(=O)Cn1cnc2c1c(=O)n(C)c(=O)n2C,9,0.6,0.8,0,0.9,-4,-9,0.5,1
C/C(=N\NC(=O)c1cccc(S(=O)(=O)N2CCOCC2)c1)c1cc2ccccc2o1,-47,1.4,1.0,-6,1.1,-5,-22,1.2,-2
COc1ccccc1Oc1nc(-c2ccccc2)cc(C)c1S(C)(=O)=O,36,-0.2,-2.9,2,-0.8,-3,18,0.1,-3
COc1ccc(-n2c(SCC(=O)Nc3ccc4c(c3)OCO4)nnc2C(C)N2CCCCC2)cc1 (stereo not given),21,-1.2,-0.4,5,0.1,1,-47,0.4,-5
CC(C)=C1SC(N2CCN(c3ccc(C)cc3)CC2)=NC1=O,26,1.3,-1.4,4,-1.7,2,-1,1.7,-16
CC1CCN(S(=O)(=O)c2cnc(Cl)c(Br)c2)CC1,4,0.7,1.7,8,0.9,4,13,0.1,-10
O=C1c2ccccc2CN1CCNS(=O)(=O)c1ccc2ccccc2c1,-32,-0.1,-1.5,0,-0.2,-1,10,1.3,-5
CC(=O)N1Cc2ccccc2C(C)CC12CCCCC2 (stereo not given),66*,-0.3,-3.2,4,0.1,-1,9,3.0,-18
COc1ccc(N(Cc2ccccc2)S(=O)(=O)c2cccc(C(=O)O)c2)cc1,-15,1.2,0.8,-3,0.3,2,21,1.8,-12
Cc1ccc2cc(C#N)c(NCc3ccccc3)nc2c1,-1,0.3,-0.8,2,-0.2,3,-59,1.0,-13
Cc1ccnc(NS(=O)(=O)c2ccc3c(c2)CCO3)c1,-11,1.1,2.4,-2,1.3,2,-22,-1.0,-5
COc1cccc(C2CC(c3ccc(C(C)C)cc3)n3nc(N)nc3N2)c1 (stereo not given),-3,0.2,0.1,0,0.6,-4,-1,10,-12
COc1ccc(OC)c(S(=O)(=O)Nc2ccc(F)cc2)c1,-10,0.4,-0.7,7,0.1,1,1,-0.5,-2
